Bioassay records: PubChem BioAssay, National Center for Advancing Translational Sciences (NCATS)
D2 PAM: HTS Assay for Positive Allosteric Modulators of the Human D2 Dopamine Receptor: Primary Screen for Potentiators; AID 485347, 2010; 340,000 tested, 0.34% active; HEK293 T-REx D2, calcium flux, EC20 dopamine potentiation; potentiation, % at 10 µM;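 active = potentiation over 3 SD above the plate norm, cut at about 30% in these data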; note: 0% is about no effect
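Potentiation of an EC20 dopamine calcium response is measured in a force-coupled, tetracycline-inducible Hek293 Trex D2 line. Compound-only kinetic reads over 180 s flag agonists before dopamine addition.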
RXFP1 antag: qHTS Assay for Antagonists of the Relaxin Receptor RXFP1; Relaxin receptor 1 (Homo sapiens), Q9HBX9; HEK293-RXFP1, relaxin-stimulated cAMP HTRF, 30 min; active compounds read low; activity change, negative = inhibition, % at 57.5 µM; 350,000 tested, 0.59% active;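 active = activity change of -60% or lower, but not beyond a set lower limit; inconclusive = change between -60% and -40%, or beyond the set limit; inactive = change above -40%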; note: % is set by controls: 0 for no effect and ±100 for the full control effect
Target sequence (Q9HBX9 whole entry, looked up): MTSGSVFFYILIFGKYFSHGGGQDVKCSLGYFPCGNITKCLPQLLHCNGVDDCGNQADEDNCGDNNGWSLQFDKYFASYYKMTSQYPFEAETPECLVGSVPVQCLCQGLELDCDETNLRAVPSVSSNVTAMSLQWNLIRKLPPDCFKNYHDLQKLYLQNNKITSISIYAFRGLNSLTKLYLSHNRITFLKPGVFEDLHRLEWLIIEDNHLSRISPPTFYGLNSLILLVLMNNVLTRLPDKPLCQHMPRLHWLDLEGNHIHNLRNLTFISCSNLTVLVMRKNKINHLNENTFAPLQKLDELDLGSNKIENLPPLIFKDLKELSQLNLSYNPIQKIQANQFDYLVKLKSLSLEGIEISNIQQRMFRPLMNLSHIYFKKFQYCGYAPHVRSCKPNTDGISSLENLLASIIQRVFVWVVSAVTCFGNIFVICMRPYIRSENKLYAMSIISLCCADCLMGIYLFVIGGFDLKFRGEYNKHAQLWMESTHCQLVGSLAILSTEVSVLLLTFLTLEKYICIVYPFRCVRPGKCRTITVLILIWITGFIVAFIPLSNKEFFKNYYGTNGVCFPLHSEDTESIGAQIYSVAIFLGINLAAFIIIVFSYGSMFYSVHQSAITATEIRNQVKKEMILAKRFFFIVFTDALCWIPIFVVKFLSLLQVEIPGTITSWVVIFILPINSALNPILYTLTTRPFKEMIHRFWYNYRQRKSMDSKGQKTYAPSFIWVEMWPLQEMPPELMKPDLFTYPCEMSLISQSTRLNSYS
RXFP1 agonist: qHTS Assay for Agonists of the Relaxin Receptor RXFP1 | HEK293T-RXFP1 cAMP TR-FRET, 30 min; response scale: percent of porcine relaxin response, buffer zero | Relaxin receptor 1 (Homo sapiens), Q9HBX9 | Potency, µM (top dose mostly 57.5 µM), for the others: at the top dose activation, most hits filed as activators | 370,000 tested, 0.3% active; note: potency is the fitted concentration of half-maximal effect; % is set by controls: 0 for no effect and ±100 for the full control effect; nearly all actives have a fitted effect of over 60% in size; many of its hits are not listed in these tables
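HEK293 cells stably expressing RXFP1, treated 30 min at 37C with compounds plus PDE4 inhibitor Ro 20174; cAMP measured by HTRF TR-FRET. Normalized to buffer and 29 nM porcine relaxin; EC50 by Hill fit.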
Glioma ERSR ind: qHTS for Inducers of the Endoplasmic Reticulum Stress Response (ERSR) in Human Glioma: qHTS; 420,000 tested, 0.02% active; U87-MG GRP78 promoter luciferase reporter, 16 h; Potency, µM, without a hit: top-dose activation, most hits filed as activators; note: potency is the fitted concentration of half-maximal effect; series mostly up to about 76 µM; % of control where 0% means no effect; nearly all actives have a fitted effect of over 35% in size
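Stably transfected U87-MG glioma cells carrying a GRP78-based luciferase sensor; 16 h compound incubation. Luminescence end-point read 10 min after Bright-Glo addition at room temperature.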
Vif-APOBEC3G blk: qHTS for Inhibitors of Vif-A3G Interactions: qHTS; DNA dC->dU-editing enzyme APOBEC-3G (Homo sapiens), Q9HC16; HeLa A3G-eYFP + Vif (tagged APOBEC3G with the HIV-1 protein that degrades it), YFP fluorescence, overnight; Potency, µM (titrated, usually from 46.1 µM), without a hit: top-dose activity, negative = active, most hits filed as inhibitors; 410,000 tested, 0.076% active;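 note: potency is the fitted concentration of half-maximal effect; % is set by controls: 0 for no effect and ±100 for the full control effect; nearly all actives have a fitted effect of over 60% in size; hits raise eYFP signal because A3G escapes Vif-driven loss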
Target sequence (Q9HC16 whole entry, looked up): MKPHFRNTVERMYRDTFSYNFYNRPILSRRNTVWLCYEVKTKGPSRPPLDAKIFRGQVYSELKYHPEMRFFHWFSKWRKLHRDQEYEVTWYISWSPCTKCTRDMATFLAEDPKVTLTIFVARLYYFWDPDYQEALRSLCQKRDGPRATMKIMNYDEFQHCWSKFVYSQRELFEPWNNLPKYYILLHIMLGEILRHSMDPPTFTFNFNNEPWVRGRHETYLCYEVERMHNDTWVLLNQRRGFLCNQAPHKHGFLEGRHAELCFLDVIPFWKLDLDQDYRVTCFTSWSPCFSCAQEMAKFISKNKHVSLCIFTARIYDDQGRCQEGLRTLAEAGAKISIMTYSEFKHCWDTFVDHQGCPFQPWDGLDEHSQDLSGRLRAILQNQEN
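HeLa cells stably expressing Vif and C-terminally eYFP-tagged A3G, seeded overnight at 37 deg C, then exposed to compound by pintool overnight at 37 deg C. Rise in yellow fluorescence (Ex 488/Em 500-530, Acumen) marks blocked Vif-driven A3G degradation.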
D1 antag: Antagonist of Human D 1 Dopamine Receptor: qHTS; D(1A) dopamine receptor (Homo sapiens), P21728; HEK293 TREx D1 cells, calcium flux, dopamine EC80; active compounds read low; activity change, negative = inhibition, % at 10 µM; 360,000 tested, 3.2% active; in the data active = activity change below about -30%; note: % is set by controls: 0 for no effect and ±100 for the full control effect
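Kinetic fluorescence of a calcium dye serves as the read-out. D1-expressing Hek293 Trex cells, induced overnight at 30 C, are exposed to compound for 180 s before an EC80 dopamine addition, then read 180 s further.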
D1 ag: Allosteric Agonists of the Human D1 Dopamine Receptor: qHTS; activation, % at 2 µM; 360,000 tested, 1% active; HEK293 T-REx D1 cells, calcium flux, agonist mode; AID 504660, 2011; D(1A) dopamine receptor (Homo sapiens), P21728; in the data active = activation above about 30%; note: 0% is about no effect
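Tetracycline-induced HEK293 TREx D1 cells, force-coupled to calcium signalling, were dye-loaded with a no-wash calcium kit. Compound was pin-added after a 10 s baseline. Fluorescence was read kinetically at 1 cycle/s for 180 s, with calcium rises flagged as agonism.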
D1 PAM: Potentiators of Human D1 Dopamine Receptor: qHTS; 360,000 tested, 0.036% active; HEK293 TREx D1 cells, calcium flux, dopamine EC20 potentiation; potentiation, % at 10 µM; AID 504651, 2011; D(1A) dopamine receptor (Homo sapiens), P21728; in the data active = potentiation above about 30%; note: 0% is about no effect
Vif-APOBEC3F blk: qHTS for Inhibitors of Vif-A3F Interactions: qHTS. HeLa A3F-eYFP + Vif (tagged APOBEC3F with the HIV-1 protein that degrades it), YFP fluorescence increase. Potency, µM (top dose mostly 46.1 µM), for the others: at the top dose activity, negative = active. 390,000 tested, 0.2% active. AID 602313, 2012; note: potency is the fitted concentration of half-maximal effect; % of control where 0% means no effect; nearly all actives have a fitted effect of over 65% in size
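HeLa cells stably expressing Vif plus C-terminally eYFP-tagged A3F were seeded, incubated overnight at 37 deg C, dosed with compound, incubated overnight again at 37 deg C. Yellow fluorescence (Ex 488/Em 500-530) reported blocked Vif-mediated A3F-eYFP degradation.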
* = called active by the depositor; ? = inconclusive; · = not tested or not shown. Unless noted, calls come from the whole dose curve; as a rule, active = well fitted curve in the direction sought with a large enough effect; inconclusive = small, poorly fitted or top-dose-only effect, or another doubt; inactive = no such curve, though single readings can be large; an effect the other way counts as inactive or inconclusive. An excerpt; the hit share may differ from the screen's.

canonical_smiles | D2 PAM | RXFP1 antag | RXFP1 agonist | Glioma ERSR ind | Vif-APOBEC3G blk | D1 antag | D1 ag | D1 PAM | Vif-APOBEC3F blk
CCOC(=O)C1CCCN(C(=O)c2ccccc2SCCOC)C1 (configuration not stated) | 0 | -6 | 0.5% | -5% | 0% | 18 | 1 | -2 | -2%
Cc1ccc(Oc2ccc(C(=O)NCc3ccncc3)cc2)cc1 | 4 | -17 | -0.1% | -3% | -1% | -14 | 7 | -5 | -8%
CCOc1ccc2nc(SC3CC(=O)N(c4ccc(OC)cc4)C3=O)sc2c1 (configuration not stated) | -4 | -6 | 1.4% | -17% | 0% | -5 | 3 | 4 | -2%
COc1ccc(-c2cc(C(=O)NCCN3CCOCC3)c3cc(C(C)C)ccc3n2)cc1 | 16 | 10 | 5.7% | -6% | -9% | 2 | 4 | 1 | 1%
CCOC(=O)Cc1cc(=O)[nH]c(/N=C(\N)Nc2ccc(OC)cc2)n1 | 0 | -10 | -0.4% | -3% | -4% | 9 | 2 | -5 | 14%
O=C(NCCCc1ccccc1)N1CCOCC1 | -6 | -6 | 0.9% | 3% | -9% | 4 | 1 | -1 | 2%
CCOCC(=O)Nc1ccc(-c2cn3cccnc3n2)cc1 | 2 | -21 | 16% | 5% | -5% | -6 | 0 | -5 | 0%
COc1cccc(CNC(=O)CSc2nc3ccccc3nc2Cc2ccc(C)cc2)c1OC | -6 | · | ? | -2% | 0% | 5 | 4 | -2 | -1%
CCN(CC)C(=O)C1CCCN(c2ncnc3c2nc2n3CCCCC2)C1 (configuration not stated) | 4 | -8 | 6.3% | -2% | 0% | -2 | 1 | 3 | 2%
CCC(C)[C@H](NC(=O)Nc1ccc(S(N)(=O)=O)cc1)C(=O)O (some centres not stated) | 1 | · | 0.2% | -5% | 2% | 18 | 5 | -2 | -8%
CC(OC(=O)CNC(=O)c1ccccc1F)C(=O)Nc1nc(-c2ccccc2)cs1 (configuration not stated) | 0 | -6 | 1.1% | -1% | -1% | -2 | 11 | -3 | 4%
NNC(=O)c1ccc(Cn2cc(Cl)cn2)cc1 | -8 | -21 | 1.9% | 0% | -10% | -15 | 2 | -4 | 2%
CNC(=O)c1cc2c(ccc3ccccc32)o1 | 5 | 10 | 0.7% | 6% | 0% | -9 | 0 | -5 | 0%
O=C(CCC(=O)NNc1nc2ccccc2c2nc(-c3ccccc3)nn12)NCCCN1CCCC1=O | 8 | -2 | -1.1% | 2% | -2% | 6 | 3 | -1 | -1%
CN1C(=O)C(C)(C)c2cc(S(=O)(=O)N3CCCCCC3)ccc21 | -5 | 2 | 3.0% | -2% | 1% | 6 | 1 | 2 | 1%
O=C(c1cccn1-c1nnc(N2CCCC2)s1)N1CCN(c2ccc(F)cc2)CC1 | 1 | -13 | 9.6% | 1% | 7% | -5 | 4 | 0 | -6%
COc1ccc(CN(C)c2ccc(S(=O)(=O)N3CCN(C)CC3)cc2[N+](=O)[O-])cc1OC | 1 | 5 | 0.1% | -4% | 4% | -46* | 23 | -11 | 3%
Cc1ccc(CNc2nc3ccccc3n3c(C)nnc23)cc1 | -9 | 3 | 1.0% | -3% | -4% | 9 | 2 | -3 | 2%
CC1CC(C)CN(CC(=O)c2c[nH]c3ccccc23)C1 (configuration not stated) | -6 | -8 | 1.5% | -1% | ? | -2 | 9 | 0 | 32µM*
COc1cccc(/C=C/C(=O)Nc2ccc(OC)nc2)c1 | -12 | · | -0.2% | 2% | -6% | 0 | 7 | -4 | ?
Cc1cc(NC(=O)CN2CCCCC2C)nc2c1c(=O)oc1ccccc12 (configuration not stated) | -3 | · | 0.5% | · | · | -2 | 0 | -2 | ·
Cc1ccc(NC(=O)CSC2=C(C#N)C(c3ccco3)C3=C(CC(C)(C)CC3=O)N2)cc1 (configuration not stated) | 13 | 3 | 0.9% | 2% | 0% | -3 | 5 | -1 | -4%
CC(=O)c1ccc(NC(=O)c2ncn(-c3ccccc3)n2)cc1 | -14 | -9 | 29% | 0% | -1% | 6 | 2 | -1 | 3%
O=C(NCCN1CCOCC1)C1CCN(S(=O)(=O)N2CCCCC2)CC1 | -2 | 17 | 1.8% | 0% | 3% | 4 | 2 | 13 | -11%
Cc1nn(C)c(C)c1CN(C)C(=O)c1nn2c(c1Br)NC(c1cccs1)CC2C(F)(F)F (configuration not stated) | 20 | -1 | 2.7% | 0% | -1% | 10 | 4 | 8 | -4%
COc1ccc(C(CNC(=O)Nc2ccc(Cl)cc2)N2CCN(C)CC2)cc1 (configuration not stated) | · | 10 | 4.4% | -1% | 3% | -11 | 2 | -1 | 0%
S=c1nc(-c2csc3c2CCCC3)[nH][nH]1 | 10 | -2 | -1.4% | -5% | 0% | -14 | -1 | -5 | -10%
CCOc1ccc(CC(=O)NCc2ccc3c(c2)CCN3C(=O)c2ccc(F)cc2)cc1OCC | -2 | -12 | 0.1% | -3% | -4% | -8 | 2 | -2 | -5%
Cc1sc2ncnc(NCC(O)c3ccccc3)c2c1C (configuration not stated) | 1 | -9 | 7.5% | -1% | 0% | -5 | 13 | -5 | 4%
CCNC(=O)Nc1ccc(-n2nc(C)c(C(=O)OCC)c2C)nc1 | 1 | -1 | 0.0% | 2% | 6% | 9 | 5 | -1 | 5%
O=C(CSc1ccc([N+](=O)[O-])cn1)Nc1nccs1 | -5 | -12 | -1.4% | -5% | -4% | -2 | 6 | 1 | -5%
Cc1ccc(C(=O)N/C(=C\c2cccs2)c2nc3ccccc3[nH]2)cc1 | -15 | 4 | -2.2% | -2% | -2% | 3 | 2 | -10 | -16%
O=C(N/N=C/c1cccs1)c1cc(C2CC2)nc2ccccc12 | 6 | -6 | -0.1% | -4% | ? | -3 | 10 | 2 | -15%
CC(=O)Nc1ccc(NC(=O)c2cc(-c3cc(C)cc(C)c3O)n[nH]2)cc1 | 5 | -5 | -4.2% | 7% | -4% | -16 | 4 | 0 | -1%
Cc1ccc(C2(O)CN(c3ccccc3C)C3=[N+]2CCS3)cc1 (configuration not stated) | 1 | 5 | 0.3% | -4% | 0% | 30 | 3 | -4 | -9%
O=C(/C=C/c1ccccc1Cl)N1CCOCC1 | 16 | -9 | 0.2% | 3% | 0% | 2 | 1 | -4 | -12%
COc1ccc(F)cc1CN1CCN(C(=O)c2ccc(S(=O)(=O)N3CCCCCC3)cc2)CC1 | · | 14 | · | -5% | 6% | · | · | · | 1%
CCC(=O)Nc1ccc(SC#N)cc1C | 23 | ? | 1.0% | -1% | -6% | -16 | 3 | -3 | -24%
CCCN(C)C[C@@H]1OCc2cnnn2CCCC(=O)N([C@H](C)CO)C[C@H]1C | · | 4 | · | -4% | 1% | · | · | · | 0%
Cc1ccc2[nH]cc(C(c3ccccc3)c3cccs3)c2c1 (configuration not stated) | -4 | -72* | 5.5% | -11% | -7% | 3 | 3 | 1 | 9%
CC(=O)N1CCCC1(C(=O)O)c1ccccc1 (configuration not stated) | 1 | 1 | 0.8% | -4% | 0% | -14 | 1 | 3 | -1%
Cc1nnc(SC(C)C(=O)Nc2ccc3c(c2)OCCO3)s1 (configuration not stated) | · | 9 | -1.0% | -2% | -1% | 9 | 2 | 1 | -2%
O=C(CSc1ncn[nH]1)NCCc1ccc(Cl)cc1 | -3 | -14 | -0.4% | -1% | -1% | -6 | 2 | -2 | 1%
Cc1ccc(S(=O)(=O)N2CCOCC2)cc1NC(=O)CSc1nnc2n1CCCCC2 | · | 4 | · | -7% | 1% | · | · | · | -11%
CCn1cc(C2C(C(=O)Nc3ccc(Br)cn3)=C(C)NC3=C2C(=O)CCC3)c(C)n1 (configuration not stated) | 7 | -8 | 0.7% | -4% | 0% | -2 | 3 | -3 | 0%
O=C(CCN1C(=O)C2CCCCC2C1=O)Nc1ccc(F)c(F)c1F (configuration not stated) | -5 | -21 | -0.1% | -2% | 0% | -15 | 5 | 1 | ?
CCOC(=O)CSC1=NC(=O)/C(=C/c2ccc(OC)cc2)S1 | -2 | -7 | -0.1% | -9% | ? | -37* | 6 | -8 | ?
CC(C(=O)Nc1ccc(C#N)cc1)N(C)CC(=O)N(C)c1c(N)n(Cc2ccccc2)c(=O)[nH]c1=O (configuration not stated) | · | 3 | · | -4% | 0% | · | · | · | -5%
COc1ccc(-c2cc(C)no2)cc1S(=O)(=O)N1CCCC(C)C1 (configuration not stated) | -4 | -11 | 18% | -3% | 5% | -2 | 0 | -3 | 3%

Molecules from the list above that contain an aryl thioether with sulfur outside any ring (7):
canonical_smiles | D2 PAM | RXFP1 antag | RXFP1 agonist | Glioma ERSR ind | Vif-APOBEC3G blk | D1 antag | D1 ag | D1 PAM | Vif-APOBEC3F blk
CCOC(=O)C1CCCN(C(=O)c2ccccc2SCCOC)C1 (configuration not stated) | 0 | -6 | 0.5% | -5% | 0% | 18 | 1 | -2 | -2%
CCOc1ccc2nc(SC3CC(=O)N(c4ccc(OC)cc4)C3=O)sc2c1 (configuration not stated) | -4 | -6 | 1.4% | -17% | 0% | -5 | 3 | 4 | -2%
COc1cccc(CNC(=O)CSc2nc3ccccc3nc2Cc2ccc(C)cc2)c1OC | -6 | · | ? | -2% | 0% | 5 | 4 | -2 | -1%
O=C(CSc1ccc([N+](=O)[O-])cn1)Nc1nccs1 | -5 | -12 | -1.4% | -5% | -4% | -2 | 6 | 1 | -5%
Cc1nnc(SC(C)C(=O)Nc2ccc3c(c2)OCCO3)s1 (configuration not stated) | · | 9 | -1.0% | -2% | -1% | 9 | 2 | 1 | -2%
O=C(CSc1ncn[nH]1)NCCc1ccc(Cl)cc1 | -3 | -14 | -0.4% | -1% | -1% | -6 | 2 | -2 | 1%
Cc1ccc(S(=O)(=O)N2CCOCC2)cc1NC(=O)CSc1nnc2n1CCCCC2 | · | 4 | · | -7% | 1% | · | · | · | -11%
